KB-V1 MDR tox = kills drug-selected multidrug resistant KB-V1 cells. KB-V1 MDR cells viability, CellTiter-Glo, 72 h. Potency, µM (titrated, usually from 46.1 µM), for inactives: at the highest dose activity change, negative = cytotoxicity, hits mostly cytotoxic. 400,000 compounds, 3.4% hits. AID 1347076; further: potency means the concentration at half of the fitted maximal effect; on the % scale 0 is the no-effect control and ±100 the full control effect; nearly all actives have a fitted effect of over 60% in size
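Luminescent ATP read-out (CellTiter-Glo, 10 min) measures survival of drug-selected KB-V1 MDR cells after 72 h, 37 degrees C compound exposure. Medium: phenol-red-free DMEM, 10% FBS. Values from fitted concentration-response curves.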
aSyn yeast inh = inhibitors of alpha-synuclein toxicity in yeast | 370,000 compounds, 0.14% hits | Yeast expressing alpha-synuclein, growth rescue, BacTiter-Glo, 24 h | Potency, µM (doses to about 46.1 µM), for the others: at the highest dose growth rescue (activation), hits mostly activators | AID 652106; further: potency means the concentration at half of the fitted maximal effect; % of control where 0% means no effect; nearly all actives have a fitted effect of over 65% in size
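Rescue of yeast growth: cells expressing toxic alpha-synuclein, induced in galactose at OD600 0.02, incubated with compound 24 h at 30 C. ATP luminescence quantified growth; inhibitors of toxicity appear as activators.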
GLP1R ag = GLP-1 receptor (human) agonism; P43220; HEK293 GLP-1R CRE-luciferase, luminescence, 4-6 h; cells express a hypersensitive GLP-1R form; Potency, µM (doses to about 45.6 µM), for the others: at the highest dose activation, hits mostly activators; 380,000 compounds, 0.007% hits; further: potency means the concentration at half of the fitted maximal effect; % of control where 0% means no effect
GLP1R inv ag = GLP-1 receptor (human) inverse agonism | AID 624417 | HEK293 GLP-1R CRE-luciferase, luminescence, 24 h; GLP-1R form is constitutively active | Potency, µM (top dose mostly 38.3 µM), for inactives: at the top dose activity change, negative = inhibition, hits mostly inhibitors | 410,000 compounds, 1.6% hits; further: potency means the concentration at half of the fitted maximal effect; on the % scale 0 is the no-effect control and ±100 the full control effect; nearly all actives have a fitted effect of over 55% in size
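Seeding at 200 cells/uL, 12 h culture, 24 hr compound treatment, then luciferase reagent and a luminescence read; cells are HEK293 stably expressing a constitutively active GLP-1R plus cAMP-responsive luciferase.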
D3 antag = D3 dopamine receptor (human) antagonism; P35462; D3R cells, DiscoveRx beta-arrestin luminescence, antagonist mode; stronger effect = lower value; max response, negative = inhibition, %; 360,000 compounds, 2.5% hits; AID 652054; in the data active means max response below about -50%; inconclusive means no clear call, values can overlap the other calls; further: on the % scale 0 is the no-effect control and ±100 the full control effect; mostly tested at two doses, the higher about 12 µM
Target sequence (P35462 whole entry, looked up): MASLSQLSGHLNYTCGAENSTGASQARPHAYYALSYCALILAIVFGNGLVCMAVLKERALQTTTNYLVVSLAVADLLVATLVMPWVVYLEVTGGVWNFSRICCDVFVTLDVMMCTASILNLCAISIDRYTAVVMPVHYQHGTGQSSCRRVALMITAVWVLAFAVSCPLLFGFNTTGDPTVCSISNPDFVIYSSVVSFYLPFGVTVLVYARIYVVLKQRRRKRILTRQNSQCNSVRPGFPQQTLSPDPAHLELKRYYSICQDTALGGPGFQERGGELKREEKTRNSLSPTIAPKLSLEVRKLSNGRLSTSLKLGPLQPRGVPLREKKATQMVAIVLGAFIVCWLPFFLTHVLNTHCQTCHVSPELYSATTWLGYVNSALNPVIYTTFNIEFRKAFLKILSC
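Cells plated overnight at 1500 cells/well, then exposed to library compounds with dopamine controls for 90 minutes at 37 degrees C. DiscoveRx reagent added for 30–60 minutes at room temperature; luminescence read, quantitative HTS format.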
PTHR1 agonist = activates the human parathyroid hormone receptor PTHR1; Q03431; HEK293 GP2 PTHR1 cells, GloSensor cAMP luminescence, 1 h; Potency, µM (titrated, usually from 115 µM), without a hit: at the top dose activation, most hits filed as activators; 410,000 compounds, 0.075% hits; AID 743266; further: potency means the concentration at half of the fitted maximal effect; nearly all actives have a fitted effect of over 55% in size; some results filed as inactive show a strong effect at the top dose; inactives centre near -15; many of its hits are not listed in these tables
Target sequence (Q03431 whole entry, looked up): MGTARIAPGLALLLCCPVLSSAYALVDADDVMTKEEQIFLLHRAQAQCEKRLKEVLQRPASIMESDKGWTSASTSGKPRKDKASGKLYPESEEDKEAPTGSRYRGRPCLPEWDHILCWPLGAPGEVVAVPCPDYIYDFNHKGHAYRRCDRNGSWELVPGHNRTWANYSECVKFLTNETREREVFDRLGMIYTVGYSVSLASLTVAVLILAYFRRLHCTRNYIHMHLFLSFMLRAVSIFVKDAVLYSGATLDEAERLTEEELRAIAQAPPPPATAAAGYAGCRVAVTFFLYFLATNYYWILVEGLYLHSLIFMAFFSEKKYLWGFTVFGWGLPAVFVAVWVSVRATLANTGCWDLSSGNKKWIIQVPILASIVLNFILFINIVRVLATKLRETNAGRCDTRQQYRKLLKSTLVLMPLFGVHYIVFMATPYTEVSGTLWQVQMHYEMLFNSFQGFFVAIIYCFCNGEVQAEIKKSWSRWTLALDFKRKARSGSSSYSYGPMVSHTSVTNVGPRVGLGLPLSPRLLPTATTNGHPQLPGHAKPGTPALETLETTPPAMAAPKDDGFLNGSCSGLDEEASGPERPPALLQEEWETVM
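HEK-293-derived GP2 cells expressing PTHR1 and a GloSensor cAMP reporter, 3,000/well, plated overnight, given luciferin plus IBMX (each 0.5 mM as added) for 1 h at 37 °C, then compound for 1 h at 37 °C. Luminescence was read after 15 min at room temperature.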
GLP1R cytotox = cytotoxicity in counter-screen for GLP-1R inverse agonists; 410,000 compounds, 0.13% hits; AID 624418; HEK293 cAMP-luciferase reporter cells, luminescence, 24 h; Potency, µM (series often up to 38.3 µM), for the others: top-dose activity change, negative = inhibition, usual class: inhibitors;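 further: loss of luciferase light is scored as toxicity; potency means the concentration at half of the fitted maximal effect; on the % scale 0 is the no-effect control and ±100 the full control effect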
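Here, cytotoxicity is scored as loss of luminescence. The MLSMR collection was tested on cells seeded in medium containing 10% Nu serum, with a 24 hr compound exposure preceded by 12 hours of culture.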
DRD3 agonist = D3 dopamine receptor (human) agonism | max activation, % | P35462 | D3R DiscoveRx beta-arrestin cells, luminescence, 90 min | 410,000 compounds, 0.58% hits; in the data active means max activation above about 30%; further: 0% is about no effect; mostly tested at two doses, the higher about 12 µM
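Agonist mode: compounds and dopamine controls were applied to plated cells for 90 min at 37 degrees C after an overnight attachment at 1500 cells/well. Luminescent read-out followed 30 - 60 minutes at room temperature with DiscoveRx detection reagent.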
TDP43 rescue = inhibitors of TDP-43 toxicity in yeast; TDP-43 expressing yeast growth rescue, BacTiter-Glo, 24 h; Potency, µM (series often up to 46.1 µM), without a hit: at the top dose growth rescue (activation), hits mostly activators; 410,000 compounds, 1.8% hits; further: potency means the concentration at half of the fitted maximal effect; % of control where 0% means no effect; nearly all actives have a fitted effect of over 50% in size
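Readout is BacTiter-Glo luminescence of cell growth, so inhibitors register as activators. TDP-43-expressing yeast at OD600=0.02 in galactose medium, after raffinose pregrowth to mid-log, were incubated with compound for 24 hr at 30 deg C.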
Starred values were filed as active, the others as inactive; i = inactive; u = inconclusive; x = no result given; & = joins results of further samples; [ ] = another dose, or the depositor's remark. Unless noted, the call rests on the fitted dose curve; in most records, active means well fitted curve in the direction sought with a large enough effect; inconclusive means small, poorly fitted or top-dose-only effect, or another doubt; inactive means no such curve, though single readings can be large; an effect the other way counts as inactive or inconclusive. This is a subset (hit frequency here may not be typical).

nr | smiles | KB-V1 MDR tox | aSyn yeast inh | GLP1R ag | GLP1R inv ag | D3 antag | PTHR1 agonist | GLP1R cytotox | DRD3 agonist | TDP43 rescue
1 | CCc1ccc(Oc2c(C(F)(F)F)oc3c(CN4CCN(CC)CC4)c(O)ccc3c2=O)cc1 | 3% | x | x | u | x | -14% | 24% | -21 | -2%
2 | CCS(=O)(=O)N1CCc2cc(C(=O)NCc3ccc(OC)cc3)ccc21 | 4% | x | x | 10% | x | i | -5% | -7 | 4%
3 | C=CCn1c(-c2ccccc2)nc(=S)c2c1CC(C)(C)OC2 | -4% | x | 13% | 0% | u | 21% | 6% | 3 | 4%
4 | Cc1nc2ncnn2c(C)c1CCC(=O)N1CCc2ccccc21 | u | -8% | 5% | -3% | 3 | i | 2% | 2 | -6%
5 | Cc1nn2cc(-c3cccc(Cl)c3)cnc2c1Br | u | -9% | 1% | -4% | -12 | i | -19% | -1 | -28%
6 | COc1ccccc1/C=C1\NC(=S)N(CC2CCCO2)C1=O (stereo not drawn) | u | 1% | 10% | -9% | -2 | -11%[57.5 µM] | -27% | -8 | 14µM*
7 | COc1cccc(NC(=O)CN(C)C(=O)c2cc3ccccc3cc2OC)c1 | -13% | 1% | -3% | u | -13 | -16% | 8% | -5 | 2%
8 | C#CCn1c(=NC(=O)c2ccccc2[N+](=O)[O-])sc2cc(S(C)(=O)=O)ccc21 | -5% | -6% | -1% | 11% | -3 | i | -16% | -1 | 11%
9 | O=C(c1ccc(F)cc1)N1CCC2(CC1)NCCc1[nH]cnc12 | 18% | -1% | -7% | 19% | -17 | -6% | 0% | -1 | -8%
10 | CCN(CC)c1ccc(/C=N/NC(=S)NCc2ccc(OC)cc2)cc1 | -28% | 1% | 14% | 23% | -11 | i | -2% | 4 | 19%
11 | Cc1cc(C)nc(NS(=O)(=O)c2ccc(NC(=O)CCCN3C(=O)c4ccccc4C3=O)cc2)n1 | 1% | 5% | -2% | 2% | -20 | i | -4% | -11 | -19%
12 | O=S1(=O)N[C@@H](Cc2ccccc2)COc2cccc(N3CCC[C@@H]3CO)c21 | 4% | 9% | 1% | -6% | 2 | 26% | 8% | 3 | 23%
13 | COc1ccc(/[N+]([O-])=C/c2ccco2)cc1 | 2% | -5% | -1% | 0% | 17 | -37%[inhibitor] | 5% | 16 | 19%
14 | Cc1nc(C)c(N)c(=O)[nH]1 | 2% | 5% | -1% | 20% | 5 | i | 11% | 1 | -10%
15 | Cc1ccc(NC(=O)COC(=O)CCC(=O)c2cccs2)cc1C | 1% | 0% | 0% | 13% | -1 | i | -3% | -6 | 0%
16 | COc1ccc(S(=O)(=O)N2CCC3(CC2)OCCO3)cc1 | -11% | 5% | 10% | -19% | 11 | -7% | -11% | 8 | -9%
17 | NC(=O)C1CCN(CC(=O)NCc2ccccc2)CC1 | 14% | -4% | -6% | 9% | -9 | i | 66% | -3 | 14%
18 | CN(Cc1ccccc1)C(=O)c1ccc(NC(=O)c2ccccc2)cc1 | -4% | 2% | -2% | -20% | -5 | i | 13% | 3 | -2%
19 | CC(C)(C)C1CCc2c(C(=O)N/N=C/c3cccs3)csc2C1 (stereo not drawn) | u | -11% | 0% | u | u | -12% | -15% | 32* | -27%
20 | CCOc1ccc(S(=O)(=O)Nc2cc3c(C(=O)OC)c(COC)oc3c3ccccc23)cc1 | 15µM* | x | x | u | x | i | -12% | -2 | 0%

Reprinted from the part before: six entries, then new ones.
nr | smiles | KB-V1 MDR tox | aSyn yeast inh | GLP1R ag | GLP1R inv ag | D3 antag | PTHR1 agonist | GLP1R cytotox | DRD3 agonist | TDP43 rescue
15 | Cc1ccc(NC(=O)COC(=O)CCC(=O)c2cccs2)cc1C | 1% | 0% | 0% | 13% | -1 | i | -3% | -6 | 0%
16 | COc1ccc(S(=O)(=O)N2CCC3(CC2)OCCO3)cc1 | -11% | 5% | 10% | -19% | 11 | -7% | -11% | 8 | -9%
17 | NC(=O)C1CCN(CC(=O)NCc2ccccc2)CC1 | 14% | -4% | -6% | 9% | -9 | i | 66% | -3 | 14%
18 | CN(Cc1ccccc1)C(=O)c1ccc(NC(=O)c2ccccc2)cc1 | -4% | 2% | -2% | -20% | -5 | i | 13% | 3 | -2%
19 | CC(C)(C)C1CCc2c(C(=O)N/N=C/c3cccs3)csc2C1 (stereo not drawn) | u | -11% | 0% | u | u | -12% | -15% | 32* | -27%
20 | CCOc1ccc(S(=O)(=O)Nc2cc3c(C(=O)OC)c(COC)oc3c3ccccc23)cc1 | 15µM* | x | x | u | x | i | -12% | -2 | 0%
21 | CCC1([N+](=O)[O-])COC(C=Cc2ccccc2)OC1 (stereo not drawn) | -14% | 0% | 11% | u | -13 | i | -3% | -16 | 10%
22 | COc1ccc(CN2C(=O)c3cccnc3C2=O)cc1S(=O)(=O)NCc1ccc(C)cc1 | -4% | 2% | -2% | 4% | -21 | i | -10% | -2 | 6%
23 | O=C(COc1ccccc1O)c1cccs1 | 23% | -2% | 4% | 9% | -1 | i | -9% | 1 | -12%
24 | CCCNC(=S)N1CC2(C)CN(C(=O)C(=O)OC)CC(C)(C1)C2=O | u | -4% | 5% | 35%[activator] | -13 | i | 19% | 3 | -25%
25 | Cc1ccc(C)c(N2CCN(C(=O)c3ccccc3Br)CC2)c1 | -27% | 16% | 1% | u | 1 | i | 13% | 5 | 29%
26 | COc1ccc(N(C(C)C(=O)N/N=C/c2ccc(OC(C)C)cc2)S(C)(=O)=O)cc1 (stereo not drawn) | -12% | 5% | 0% | u | -24 | i | 3% | 17 | -11%
27 | O=C1C(=O)c2ccccc2C(O)=C1C1CCC(c2ccc(Cl)cc2)CC1 (stereo not drawn) | u | 1% | 8% | -4% | u | i | -5% | -13&-4 | u
28 | COc1ccc(-c2noc(CNC(=O)CCCN3C(=O)[C@H]4CC=CC[C@H]4C3=O)n2)cc1 | 5% | u | -2% | -25% | -5 | -25% | -1% | -5 | -3%
29 | C=CCN1C(=O)C(CC(=O)Nc2ccccc2)SC1=Nc1ccc(S(N)(=O)=O)cc1 (stereo not drawn) | 13% | -3% | -6% | 0% | 17 | i | 10% | 9 | -17%
30 | O=C(COC(=O)c1cnc(Cl)c(Cl)c1)NCCC1=CCCCC1 | 0% | 1% | 0% | 15% | 6 | -10% | -13% | -2 | 28%
31 | CC(C)S(=O)(=O)c1ccc(C(=O)Nc2ccc(F)cc2F)cn1 | u | -1% | 6% | 7%[7.66 µM] | 13 | -6% | 2%[7.66 µM] | 2 | 8%[9.22 µM]
32 | COc1ccccc1N1CCN(C(=O)c2cc(C)oc2C)CC1 | u | 0% | 7% | -30% | 1 | -13% | 3% | -5 | -4%
33 | CC1=CC(C)(C)NC(=S)N1c1cccc2cc(S(=O)(=O)O)ccc12 | 6% | 3% | -4% | 9% | 6 | -12% | -8% | 2 | 22%
34 | CCN(CC)c1cccc(OC2=NS(=O)(=O)c3ccccc32)c1 | -8% | 1% | -2% | 8% | 0 | -44%[inhibitor] | 10% | -5 | 13%
35 | CCOc1cc(C#N)c(NC(=O)CSc2nnnn2-c2ccc(OC)cc2)cc1OCC | 0% | 0% | 8% | 15% | 23 | -2% | 6% | -2 | 8%
36 | O=C(N1CCOCC1)N1CCN(CC(O)COc2ccc3ccccc3c2)CC1 (stereo not drawn) | -3% | -7% | -12% | -22% | 18 | i | -9% | 2 | 9%
37 | CC(C)(C)n1nnnc1C(c1cc2ccccc2o1)N1CCOCC1 (stereo not drawn) | -11% | 10% | -4% | 15% | 0 | 9% | -2% | -4 | 3%
38 | CN1CCN(c2ccc(NC(=O)COc3ccccc3Cl)cc2)CC1 | -1% | -6% | 33% | u | 22 | -17% | -5% | -20 | -11%
39 | CN(CC(=O)Nc1ccc(F)c(F)c1F)C(=O)c1cc(-c2ccncc2)nc2ccccc12 | u | -2% | 1% | -19% | 5 | i | 13% | 3 | 12%
40 | Cc1ccc(S(=O)(=O)Nc2nc3n(n2)C(c2ccc(F)cc2)C=C(c2ccccc2)N3)cc1 (stereo not drawn) | 0% | x | x | -6% | x | -31% | 412%[activator] | 39* | 0%[9.22 µM]
41 | COC(=O)C[C@H]1C[C@H]2c3cc(NC(=O)C4CCC4)ccc3O[C@H]2[C@H](CO)O1 | 7% | 0% | -1% | 23% | 0 | 4% | -3% | -10 | 11%

Ordered by count of non-hydrogen atoms (rising): some entries from above.
nr | smiles | KB-V1 MDR tox | aSyn yeast inh | GLP1R ag | GLP1R inv ag | D3 antag | PTHR1 agonist | GLP1R cytotox | DRD3 agonist | TDP43 rescue
14 | Cc1nc(C)c(N)c(=O)[nH]1 | 2% | 5% | -1% | 20% | 5 | i | 11% | 1 | -10%
17 | NC(=O)C1CCN(CC(=O)NCc2ccccc2)CC1 | 14% | -4% | -6% | 9% | -9 | i | 66% | -3 | 14%
2 | CCS(=O)(=O)N1CCc2cc(C(=O)NCc3ccc(OC)cc3)ccc21 | 4% | x | x | 10% | x | i | -5% | -7 | 4%

Screens deposited in PubChem by National Center for Advancing Translational Sciences (NCATS).
